Screening results as filed in PubChem BioAssay.
zVAD death inh – L929 zVAD cell death inhibition; L929 zVAD necroptosis rescue, ATP luminescence, 24 h; with zVAD 60 µM; viability rescue, % at 10 µM; 220,000 tested, 0.38% active;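 active means activation, scaled between plate controls, above about 75%, limit read from the data; inactive means activation under that limit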;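 further: 0% = zVAD with DMSO and 100% = DMSO alone without zVAD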
Rad51 HR inh – Rad51 (human) homologous recombination inhibition | 200,000 tested, 0.085% active | inhibition, % at 10 µM | hRad51 DNA strand exchange, fluorescence dequenching | Q06609 | AID 1385;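 active means inhibition above 40% at the single screening dose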;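 further: 0% = DMSO control wells and 100% = blanks with heterologous ssDNA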
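Test system: preformed human Rad51 ssDNA filaments; also added: Donor/quencher-labelled 47-bp dsDNA substrate; doses: 10 µM final, single point; times: 37 °C 15-min filament assembly, 30-min compound preincubation, 15-min exchange; detection: FRET fluorescence dequenching, excitation 485 nm, emission 520 nm; read-out basis: Fluorescence-based percent inhibition, control- and blank-normalised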
Calpain2 inh – blocks pig calpain II enzyme activity; purified calpain II, fluorogenic peptide substrate, 30 min; inhibition, % at 16 µM; 220,000 tested, 0.37% active;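 active means inhibition above about 50%, limit read from the data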
MDM2 E3 inh – Mdm2 E3 ligase (human) inhibition; cell-based MDM2 ubiquitination luciferase reporter, 2 h; 0 = plate control, 100 = twice control, blank-subtracted; AID 1230; signal enhancement, % at 5 µM; 210,000 tested, 0.11% active; Q00987;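 active means signal enhancement of 30% or more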;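 further: luminescence tracks abundance of the self-degrading MDM2-luciferase fusion protein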
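Material: Stable MDM2–luciferase fusion reporter cells | Amount: 2000 cells seeded into each well | Dosing: One concentration, 5 µM, with 0.2% DMSO | Incubation: 4 h cell settling then 2 h compound exposure, 37 °C | Measured by: Luciferase luminescence | Read-out basis: % enhancement relative to plate controls after blank subtraction | Benchmarks: Control and blank well means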
Cl transport mod – modulators of human KCC2 chloride dependent transport | KCC2 cells, thallium flux FluoZin-2 fluorescence | B-score of Tl+ flux slope (higher = more flux/activation; lower = inhibition) at 10 µM | 190,000 tested, 2.2% active;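 active means thallium flux slope and its plate-corrected score both differing from the plate sample mean at a set confidence after two filtering rounds, in either direction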;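 further: slope of fluorescence scaled to starting intensity during 10 to 20 s after thallium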
EBV gp42 block – EBV gp42 inhibition. Fluorescence polarization binding assay, mP read-out. inhibition, % (tested at 21.74 µM). Q1HVG2. AID 1085. 220,000 tested, 0.42% active; in the data active means inhibition above about 50%
TNF necrop inh – blocks TNF-alpha induced death of Jurkat FADD-/- cells; AID 463075; 220,000 tested, 0.068% active; activation (protection from cell death), % at 10 µM; Jurkat FADD-/- TNF necroptosis rescue, ATP luminescence, 24 h; 0 = TNF only, 100 = no-TNF cells;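 active means activation, meaning protection from cell death, of at least 50% relative to plate controls; inactive means activation below 50%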;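 further: necroptosis triggered by 40 ng/mL TNF-alpha added together with compound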
PERK inhibitor – blocks human PERK kinase. Q9NZJ5. inhibition, % at 5.6 µM. CHO PERK-DD fusion, SEAP luminescence translation reporter. 220,000 tested, 0.17% active;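 active means inhibition above the mean inhibition of all tested compounds plus 3 SD, set separately per screening campaign, cut at about 2.9% in these data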;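 further: PERK kinase domain activated by AP20187 dimerizer at 100 nM; 0% = DMSO with dimerizer and 100% = rapamycin at 8.4 µM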
eIF4E-4G inh – blocks eIF4E binding to eIF4G; P63073+Q04637; TR-FRET eIF4E-eIF4GI(517-606) binding, 2 h; inhibition, % at 21.7 µM; 220,000 tested, 0.37% active;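 active means inhibition above about 30%, limit read from the data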;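 further: 0% = full FRET control wells and 100% = background wells lacking eIF4GI fragment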
Target sequence (P63073 whole entry, looked up, the tested form may be a part): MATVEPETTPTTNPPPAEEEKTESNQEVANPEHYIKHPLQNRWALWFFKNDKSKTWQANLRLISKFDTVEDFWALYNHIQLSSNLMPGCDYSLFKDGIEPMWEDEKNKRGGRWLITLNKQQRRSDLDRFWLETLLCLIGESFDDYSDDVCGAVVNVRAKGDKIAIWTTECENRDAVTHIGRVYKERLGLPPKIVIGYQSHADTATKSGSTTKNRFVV
Target sequence (Q04637 whole entry, looked up, the tested form may be a part): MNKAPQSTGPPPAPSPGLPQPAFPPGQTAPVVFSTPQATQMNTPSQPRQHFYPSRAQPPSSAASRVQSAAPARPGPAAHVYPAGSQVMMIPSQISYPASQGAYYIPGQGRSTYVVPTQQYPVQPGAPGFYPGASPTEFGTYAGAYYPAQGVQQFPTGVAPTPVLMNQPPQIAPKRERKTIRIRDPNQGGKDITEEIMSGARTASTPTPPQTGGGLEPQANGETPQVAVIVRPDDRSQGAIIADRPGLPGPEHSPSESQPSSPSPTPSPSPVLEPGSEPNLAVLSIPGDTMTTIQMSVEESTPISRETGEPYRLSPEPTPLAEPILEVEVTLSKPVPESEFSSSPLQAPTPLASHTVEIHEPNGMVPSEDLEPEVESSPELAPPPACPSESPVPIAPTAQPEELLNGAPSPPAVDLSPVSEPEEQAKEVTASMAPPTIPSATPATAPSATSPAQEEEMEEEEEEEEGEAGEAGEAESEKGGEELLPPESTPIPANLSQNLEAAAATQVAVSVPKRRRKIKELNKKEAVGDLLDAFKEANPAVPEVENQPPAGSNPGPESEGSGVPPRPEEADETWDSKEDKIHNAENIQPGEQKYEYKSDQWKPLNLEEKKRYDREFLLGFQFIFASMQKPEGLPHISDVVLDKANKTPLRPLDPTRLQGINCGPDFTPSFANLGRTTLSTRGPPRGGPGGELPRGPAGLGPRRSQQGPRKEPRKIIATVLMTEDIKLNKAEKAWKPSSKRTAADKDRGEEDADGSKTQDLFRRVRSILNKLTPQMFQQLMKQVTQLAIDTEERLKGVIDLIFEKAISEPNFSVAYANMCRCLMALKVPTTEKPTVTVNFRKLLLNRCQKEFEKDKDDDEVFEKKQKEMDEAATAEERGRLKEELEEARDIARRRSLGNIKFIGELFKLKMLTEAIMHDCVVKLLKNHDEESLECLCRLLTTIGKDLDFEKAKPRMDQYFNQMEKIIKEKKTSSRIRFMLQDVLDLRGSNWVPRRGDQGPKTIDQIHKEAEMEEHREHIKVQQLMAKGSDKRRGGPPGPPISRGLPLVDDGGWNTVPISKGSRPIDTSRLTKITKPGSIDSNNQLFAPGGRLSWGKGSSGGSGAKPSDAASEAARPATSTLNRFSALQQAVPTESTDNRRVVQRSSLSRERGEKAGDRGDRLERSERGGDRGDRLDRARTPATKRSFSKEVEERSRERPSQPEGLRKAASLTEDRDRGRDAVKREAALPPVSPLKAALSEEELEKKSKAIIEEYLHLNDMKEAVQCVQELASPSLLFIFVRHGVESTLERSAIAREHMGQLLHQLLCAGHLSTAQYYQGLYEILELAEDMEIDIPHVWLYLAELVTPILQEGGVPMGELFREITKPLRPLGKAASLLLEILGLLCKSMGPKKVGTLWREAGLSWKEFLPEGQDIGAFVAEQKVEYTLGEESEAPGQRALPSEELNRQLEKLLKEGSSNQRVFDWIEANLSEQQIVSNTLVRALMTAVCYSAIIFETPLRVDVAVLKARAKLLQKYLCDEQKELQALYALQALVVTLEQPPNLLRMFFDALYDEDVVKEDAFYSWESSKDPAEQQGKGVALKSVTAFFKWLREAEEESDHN
Starred values were filed as active, the others as inactive; / = not tested or not shown; [ ] = remark or other dose.

Molecule | zVAD death inh | Rad51 HR inh | Calpain2 inh | MDM2 E3 inh | Cl transport mod | EBV gp42 block | TNF necrop inh | PERK inhibitor | eIF4E-4G inh
O=C(CSc1ccc(Br)cc1)Nc1ccccc1Oc1ccccc1 | 0.2 | -24 | -9 | 10 | -0.91 | -14 | 1.4 | 1.3 | 2[fluorescence artefact?]
Nn1cc(-c2ccccc2)nc1SCC(=O)NCCc1ccccc1 | 1.6 | -7 | -16 | -6 | 0.023 | -5 | -2.1 | 1.0 | 2
O=C(CSc1nc2[nH]ncc2c(=O)[nH]1)N1CCCCC1 | 0.4 | -6 | 20 | -9 | 1.4 | -1 | 1.4 | -0.4 | -5
CCS(=O)(=O)Nc1ccc2c(c1)N(C(C)=O)c1ccccc1CC2 | 0.7 | 1 | -17 | -2 | -0.054 | 3 | -1.9 | 0.3 | -7
Cc1cc2c(NC(=O)CC(C)(C)CC(=O)O)cccc2nn1 | -0.2 | 12 | -13 | -10 | -0.44 | -6 | 3.5 | 1.1 | 1
CN1C/C(=C/c2ccsc2)C(=O)/C(=C/c2ccsc2)C1 | 0.3 | -7 | -7 | 5 | -0.072 | -8 | -3.6 | 1.3 | 2
COc1ccccc1NC(=O)Nc1nc(C(C)(C)C)cs1 | 27 | 10 | 25 | -9 | 0.85 | 15 | 3.1 | 0.2 | -2
CCOC(=O)C1CCN(Cc2coc3c(Cl)cc(Cl)cc3c2=O)CC1 | 0.3 | -7 | 21 | -6 | 0.54 | -20 | -0.8 | 1.0 | 6
COc1ccc(Cn2nnnc2C(c2cc3ccc(OC)cc3[nH]c2=O)N2CCCCCC2)cc1 (configuration not stated) | -0.1 | 0 | -67 | -11 | 0.074 | 3 | -5.1 | 1.0 | -4
COCc1nnc(NC(=O)CCN2C(=O)c3ccccc3C2=O)s1 | 0.0 | 0 | -2 | -16 | 1 | -23 | -0.4 | 2.1 | 1
CC(C)CCNC(=O)C(CC(C)C)N(Cc1ccc2c(c1)OCO2)C(=O)c1snc(C(N)=O)c1N (configuration not stated) | -0.7 | 0 | -17 | 2 | / | -8 | 1.1 | -0.2 | -1
COc1ccc(-c2nnc(SCC(=O)c3cc(C)n(Cc4cccs4)c3C)o2)cc1 | 0.1 | -1 | -23 | -18 | 0.023 | 15 | -0.2 | 0.7 | -22

Molecule | zVAD death inh | Rad51 HR inh | Calpain2 inh | MDM2 E3 inh | Cl transport mod | EBV gp42 block | TNF necrop inh | PERK inhibitor | eIF4E-4G inh
CCOC(=O)c1c(C)nc(C)c(C(=O)OCC)c1-c1cccc(N)c1 | 0.8 | 24 | 6 | -29 | -0.053 | -9 | -0.3 | 2.3 | 0
CCOC(=O)C1=C(CS(=O)(=O)c2ccc(C)c(C)c2)NC(=O)NC1c1ccc(O)cc1 (configuration not stated) | 5.2 | 28 | -38 | -7 | -0.56 | -3 | 0.1 | 0.6 | 1
Cc1n[nH]c(C)c1S(=O)(=O)N1CCCC(C(=O)NCC2COc3ccccc3O2)C1 (configuration not stated) | 0.0 | 8 | -23 | -1 | / | -4 | -1.4 | 0.7 | 2
COc1ccc(N2CCN(C(=O)Cn3c(=O)[nH]c4ccsc4c3=O)CC2)cc1 | -0.1 | 1 | -42 | 0 | 0.12 | -5 | 0.9 | 0.1 | 10
N#CC(C#N)=C(N)Nc1cccc(Cl)c1 | -0.3 | -19 | 10 | -7 | 0.77 | -11 | 2.7 | 1.1 | -5
CCOc1ncccc1C(=O)OCc1c(Cl)cccc1Cl | 0.2 | -1 | 2 | 4 | 0.033 | -4 | -0.3 | 0.1 | 7
CC(C)NC(=O)CN(c1cccc(Br)c1)S(C)(=O)=O | -0.5 | 7 | -68 | -16 | 1.1 | 0 | -2.1 | 1.0 | 22
Fc1ccccc1Nc1nc2ccccc2n2nnnc12 | -0.1 | -18 | -30 | -1 | 0.99 | 1 | -7.8 | 1.0 | -4[fluorescence artefact?]
CCSc1nc(-c2ccc(OC)cc2)cc(-c2ccc(OC)cc2)c1C#N | 0.1 | -7 | -24 | -9 | -0.3 | -10 | -0.8 | 0.1 | -20
COc1ccc(-c2cc(C(=O)OCC(=O)Nc3ccc4c(c3)OCO4)c3ccccc3n2)cc1 | 0.2 | -4 | -94 | -14 | -0.99 | -10 | 1.9 | 0.4 | -1
CCOC(=O)c1c(C)nc2c(c1C)/C(=N/O)CC(C)(C)C2 | 2.0 | 0 | -20 | -24 | / | -21 | 0.0 | 0.1 | -9
Cc1cccc(CSc2nc3c(cc2C#N)CCC3)c1 | -0.8 | 2 | 22 | 0 | 0.98 | -12 | -1.3 | 1.6 | 3

Molecule | zVAD death inh | Rad51 HR inh | Calpain2 inh | MDM2 E3 inh | Cl transport mod | EBV gp42 block | TNF necrop inh | PERK inhibitor | eIF4E-4G inh
Cc1ccc(NCc2cccnc2)cc1 | 0.1 | -10 | -37 | -3 | -0.042 | -8 | -0.6 | 0.4 | 7[fluorescence artefact?]
NC(N)=Nc1nc2ccccc2o1 | -0.1 | 9 | 5 | -3 | 0.98 | -6 | -4.0 | 0.1 | 4
COc1ccc(N(Cc2cc3ccccc3[nH]c2=O)S(=O)(=O)c2ccccc2)cc1 | -1.0 | -2 | -28 | -13 | -1.1 | 3 | -5.2 | -2.4 | -1
c1ccc(OCc2nn3c(C4CCCCC4)nnc3s2)cc1 | -0.1 | 0 | 19 | -26 | -3.6* | -14 | 0.8 | -0.3 | 11[fluorescence artefact?]
O=C(CC1C(=O)NCCN1Cc1ccc(F)cc1)NCCN1CCCc2ccccc21 (configuration not stated) | -0.1 | / | -10 | -17 | / | 0 | 0.5 | 1.5 | 1
O=C(Oc1ccc(Cl)cc1)c1ccc(COC(=O)c2cnccn2)cc1 | 0.1 | 8 | -5 | -17 | -1.7 | 6 | -3.5 | 0.2 | -1
CCOC(=O)C1(CCCc2ccccc2)CCN(C(=O)C2CCCN(C(N)=O)C2)CC1 (configuration not stated) | -0.3 | 25 | -5 | 1 | -0.6 | 2 | 1.8 | -0.3 | 1
N#CC1=C(N)OC2=C(C(=O)CCC2)C12CCC1(CC2)OCCO1 | -0.2 | -4 | 7 | -5 | 0.4 | -18 | -0.3 | 1.6 | -9[fluorescence artefact?]
CCOC(=O)/C=C/COc1ccccc1[N+](=O)[O-] | 1.8 | 0 | -6 | -9 | -0.59 | -20 | 0.0 | 0.4 | 5
COc1ccc(/C=N/NC(=O)Cn2cnc3ccccc3c2=O)cc1 | -0.1 | / | 12 | -11 | 0.24 | -6 | 0.7 | 0.9 | 0
COc1ccc2c(c1)CCN1C2CCN2C(=O)CCC21 (configuration not stated) | 0.2 | -9 | 14 | -18 | -1 | 9 | 2.4 | -0.5 | -4
Cc1nc(NC(=O)c2ccc(Cl)cc2)nc2cc3c(cc12)OCO3 | 0.1 | / | -55 | -5 | 0.29 | -13 | 2.0 | -0.2 | -1

Molecule | zVAD death inh | Rad51 HR inh | Calpain2 inh | MDM2 E3 inh | Cl transport mod | EBV gp42 block | TNF necrop inh | PERK inhibitor | eIF4E-4G inh
COCCNc1ncnc2c1cnn2Cc1ccc(Cl)cc1 | 0.3 | 0 | -20 | -1 | -1.4 | 1 | -6.1 | -1.0 | 2
O=C(N/N=C\c1ccncc1)c1ccccc1O | 0.9 | 3 | 5 | -21 | 0.088 | -12 | -1.2 | 0.3 | -7
CCc1nnc(NS(=O)(=O)c2ccc(N3C(=O)c4ccccc4C3=O)cc2)s1 | 4.3 | 1 | 0 | -9 | 0.83 | 4 | -0.1 | -0.1 | 1
CCN(CC)S(=O)(=O)c1cc(C(=O)n2cccn2)c(Cl)cc1Cl | 0.5 | 4 | 3 | -14 | / | -15 | -0.2 | 0.7 | -9
CCCn1nc(C(=O)NCc2ccccn2)c2ccccc2c1=O | 0.1 | -7 | 11 | -4 | -0.46 | 3 | 0.8 | -0.3 | -6
COc1ccc2cc(C(c3nnnn3CCc3ccccc3)N3CCC(O)CC3)c(=O)[nH]c2c1 (configuration not stated) | 0.4 | -48 | -14 | -19 | / | -12 | -1.3 | 1.4 | 9
Cc1ccc(NC(=O)CSC(N)=O)cc1Cl | 0.7 | 1 | 21 | -12 | -3.5* | -12 | -14 | -0.2 | 4[fluorescence artefact?]
O=C(NCc1ccco1)c1cccc(NS(=O)(=O)c2ccccc2F)c1 | 3.9 | -5 | 1 | 9 | -0.63 | -2 | 2.3 | 0.3 | 16
O=C(CNCc1ccncc1)Nc1cc(S(=O)(=O)N2CCCCC2)ccc1Cl | 0.1 | -2 | -31 | -13 | 0.9 | -22 | 2.7 | -0.4 | -1
CN(CC(=O)N1CC(=O)N(CCc2ccccc2)C(=O)C1)S(=O)(=O)c1cccc2nsnc12 | 0.2 | -9 | -22 | -6 | -4* | -12 | -2.9 | -0.2 | -6
O=C(/C=C/c1cccc([N+](=O)[O-])c1)N1CCN(c2ccc(F)cc2)CC1 | 3.5 | 5 | 0 | -5 | -0.56 | -14 | 1.8 | 0.4 | 1[fluorescence artefact?]
CC(C)(C)n1nnnc1C(c1cccnc1)N1CCOCC1 (configuration not stated) | 18 | 29 | -24 | 1 | -0.39 | -15 | 0.9 | 0.9 | 2

Molecule | zVAD death inh | Rad51 HR inh | Calpain2 inh | MDM2 E3 inh | Cl transport mod | EBV gp42 block | TNF necrop inh | PERK inhibitor | eIF4E-4G inh
O=C(Cc1ccc(Cl)cc1)NCCCn1ccnc1 | -0.1 | -2 | -6 | -29 | / | -14 | -2.5 | 0.8 | -13
CCOC(=O)N1CCC(NC(=O)c2ccc3c(c2)N(C)CCS3)CC1 | 0.4 | -6 | -413 | -8 | 0.77 | -1 | -1.8 | -0.1 | 0
CCOC(=O)CSC(CC)C(=O)Nc1nnc(C(C)C)s1 (configuration not stated) | 0.9 | -11 | 8 | -13 | -1.5 | 11 | 0.3 | 1.0 | 1
O=C(ON=C1CCSCC1)c1ccccc1 | 0.0 | 8 | / | / | -0.53 | / | -1.9 | 1.9 | /
O=C(NCC1CCCO1)C1CCC(=O)N1Cc1ccccc1Cl (configuration not stated) | 0.2 | -2 | -6 | -5 | -1.1 | -4 | -1.8 | 1.0 | 9
c1ccc(CN2CCOCC2)cc1 | -0.3 | 1 | 18 | -15 | -0.11 | 23 | -0.1 | 0.0 | 1
O=C(CSc1nnc(SCc2ccccc2Cl)s1)N/N=C/c1ccc(C(=O)O)cc1 | -0.2 | 3 | 11 | -16 | 0.032 | -9 | -1.1 | 0.9 | -5
CNC(=O)c1nc(C)n(-c2cc(Cl)ccc2Cl)n1 | -0.3 | -3 | 8 | -2 | 1.4 | -7 | -2.2 | 0.0 | 1
COc1ccc(-c2noc(-c3cccnc3)n2)cc1OC | 1.3 | 4 | 26 | -7 | 0.026 | 7 | -0.4 | -0.3 | 3
Cc1ccc(S(=O)(=O)N2CCC(=O)N(CCOC(=O)Nc3cc(C)cc(C)c3)CC2)cc1 | -0.9 | 7 | -15 | / | -0.39 | 5 | 1.5 | -0.6 | 3
COC(=O)C1C(=O)CC(C)(O)C(C(=O)OC)C1c1ccc2c(c1)OCO2 (configuration not stated) | -0.5 | -2 | -5 | -7 | / | -12 | -1.2 | 0.8 | -5
O=C(COC(=O)Cn1cnc2ccccc21)Nc1ccc2c(c1)C(=O)c1ccccc1C2=O | 3.9 | 0 | -26 | -1 | 1.1 | 3 | -0.5 | 0.1 | 9
